# Rab9 prom act = qHTS Assay for Rab9 Promoter Activators. hit rate 2.8% among 320,000. Huh7 Rab9 promoter-luciferase reporter, luminescence, 24 h. Potency, µM (series often up to 9.22 µM), without a hit: at the highest dose activation, negative = inhibition, hits mostly activators; note: potency is the fitted concentration of half-maximal effect; % of control where 0% means no effect; nearly all actives have a fitted effect of over 60% in size
#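 Luminescence from Amplite-detected luciferase (10 minutes, ambient) reports Rab9 promoter activation. Before that, stable Rab9-luciferase Huh7 cells (1500/well, reduced-serum OP-MEM I plus 10% FBS) were exposed to compound for 24 hours at 37C.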
# p53 reactivation = qHTS assay for re-activators of p53 using a Luc reporter. H1299 p53-A138V BP100-luciferase reporter, luminescence, 24 h. Potency, µM (doses to about 92.2 µM), for inactives: at the highest dose activity change, positive = activation, actives largely listed as activators. hit rate 0.063% among 320,000. AID 504706, 2011; note: potency is the fitted concentration of half-maximal effect; % of control where 0% means no effect; nearly all actives have a fitted effect of over 45% in size
#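 H1299 (p53-null), stable ts p53-A138V + BP100-Luc; 1000 cells/well, Opti-MEM/10% FBS; cpd 4 pt, 1:5; 24 h, 37 deg C, 5% CO2; detection reagent 10 min RT; luminescence.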
# Gal4-VP16 FLuc = VP16 counterscreen qHTS for inhibitors of ROR gamma transcriptional activity. hit rate 3.5% among 310,000. Drosophila S2 Gal4-VP16 UAS-luciferase, luminescence, 20 h. Potency, µM (top dose mostly 53.6 µM), without a hit: at the top dose activity, negative = inhibition, actives largely listed as inhibitors;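 note: Gal4-VP16 expression switched on by copper sulfate through the metallothionein promoter; potency is the fitted concentration of half-maximal effect; % is set by controls: 0 for no effect and ±100 for the full control effect; nearly all actives have a fitted effect of over 50% in size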
# NPC1 prom act = qHTS Assay for NPC1 Promoter Activators; Huh7 NPC1 promoter luciferase reporter, 24 h; Potency, µM (doses to about 9.22 µM), without a hit: at the highest dose activation, hits mostly activators; hit rate 2.4% among 320,000;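 note: potency is the fitted concentration of half-maximal effect; % of control where 0% means no effect; nearly all actives have a fitted effect of over 60% in size; reporter is driven by a mutant NPC1 promoter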
#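 Luminescence read-out of NPC1 promoter-driven luciferase in stably transfected Huh7 cells; compounds delivered in DMSO and left 24 h at 37C, 5% CO2, qHTS titration format.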
# RORg inh = qHTS for inhibitors of ROR gamma transcriptional activity | Drosophila S2 Gal4-RORgamma UAS-luciferase reporter, 20 h | Potency, µM (titrated, usually from 53.6 µM), for the others: at the highest dose activity change, negative = inhibition, usual class: inhibitors | hit rate 5.4% among 310,000; note: potency is the fitted concentration of half-maximal effect; % is set by controls: 0 for no effect and ±100 for the full control effect; nearly all actives have a fitted effect of over 60% in size
#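 Stably transfected Drosophila Schneider cells are the test system, with ROR gamma fused to Gal4 and luciferase under UAS control; luminescence is read after 20 hr of 700 uM copper sulfate induction at ambient temperature.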
# TRPV1 agonist = HTS Assay for Compounds that Act as Agonists of the Vanilloid Receptor 1; hit rate 0.19% among 320,000; Transient receptor potential cation channel subfamily V member 1 (Homo sapiens), Q8NER1; TRPV1-expressing cells, Fluo-8 calcium influx, agonist mode; activation, % at 8.33 µM; AID 540275, 2011; in the data active = activation above about 80%; inconclusive = between about 30% and that limit; note: 0% is about no effect
#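 Fluo-8 calcium influx in TRPV1-expressing cells, kinetic read (ex 480/em 520 nm). Compound added and read 3 min for agonist activity, followed by capsaicin at EC20 final and 2 min further read for enhancement.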
# ELG1 genotoxic = qHTS screen for small molecules that induce genotoxicity in human embryonic kidney (HEK293T) cells expressing luciferase-tagged ELG1. AID 504466, 2011. Potency, µM (doses to about 46 µM), for the others: at the highest dose activity change, positive = activation, actives largely listed as activators. HEK293T ELG1-luciferase reporter, luminescence, 16 h. hit rate 1.3% among 330,000; note: potency is the fitted concentration of half-maximal effect; % of control where 0% means no effect; nearly all actives have a fitted effect of over 60% in size
#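 16 hr compound incubation (37 °C, 5% CO2) of HEK293T cells carrying luciferase-tagged ELG1; luciferase then measured by ONE-Glo luminescence after 30 min at RT.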
# Tb PFK inh = qHTS Assay to Find Inhibitors of T. brucei phosphofructokinase; hit rate 0.17% among 330,000; AID 485367, 2010; ATP-dependent 6-phosphofructokinase (Trypanosoma brucei brucei), O15648; T. brucei PFK, ADP-Glo luminescence; Potency, µM (highest dose often 57.5 µM), without a hit: at the highest dose activity, negative = inhibition, usual class: inhibitors;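 note: potency is the fitted concentration of half-maximal effect; 0% = uninhibited 1x PFK enzyme wells and -100% = no-enzyme wells; nearly all actives have a fitted effect of over 60% in size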
# Target sequence (O15648 whole entry, looked up): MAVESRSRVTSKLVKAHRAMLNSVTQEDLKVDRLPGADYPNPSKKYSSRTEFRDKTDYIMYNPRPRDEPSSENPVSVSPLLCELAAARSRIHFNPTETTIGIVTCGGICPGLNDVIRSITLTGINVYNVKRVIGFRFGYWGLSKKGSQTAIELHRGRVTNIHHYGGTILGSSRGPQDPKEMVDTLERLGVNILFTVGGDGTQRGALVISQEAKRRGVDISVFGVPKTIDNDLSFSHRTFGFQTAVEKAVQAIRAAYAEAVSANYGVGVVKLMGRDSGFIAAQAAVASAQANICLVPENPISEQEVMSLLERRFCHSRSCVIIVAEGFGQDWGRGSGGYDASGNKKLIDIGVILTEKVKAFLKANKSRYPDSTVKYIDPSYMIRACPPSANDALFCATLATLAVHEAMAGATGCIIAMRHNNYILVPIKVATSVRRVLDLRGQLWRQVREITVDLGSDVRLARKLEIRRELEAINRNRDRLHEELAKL
#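 ADP-Glo luminescence quantified ADP after 45 min at room temperature, with 1.25 nM T. brucei PFK, 0.1 mM ATP and 0.5 mM fructose-6-phosphate in pH 8.0 TEA buffer. qHTS titrations up to 57 µM; curves classified by quality.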
# FLuc counter = qHTS profiling assay for firefly luciferase inhibitor/activator using purifed enzyme and Km concentrations of substrates (counterscreen for miR-21 project); purified FLuc, Km substrates, luminescence inhibition; Luciferin 4-monooxygenase (Photinus pyralis), P08659; AID 588342, 2011; hit rate 6.9% among 360,000; Potency, µM (doses to about 57.5 µM), inactives show at the highest dose activity change, negative = inhibition, actives largely listed as inhibitors;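 note: potency is the fitted concentration of half-maximal effect; plate controls were vehicle for no effect and reference inhibitor for full effect; nearly all actives have a fitted effect of over 55% in size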
# Target sequence (P08659 whole entry, looked up): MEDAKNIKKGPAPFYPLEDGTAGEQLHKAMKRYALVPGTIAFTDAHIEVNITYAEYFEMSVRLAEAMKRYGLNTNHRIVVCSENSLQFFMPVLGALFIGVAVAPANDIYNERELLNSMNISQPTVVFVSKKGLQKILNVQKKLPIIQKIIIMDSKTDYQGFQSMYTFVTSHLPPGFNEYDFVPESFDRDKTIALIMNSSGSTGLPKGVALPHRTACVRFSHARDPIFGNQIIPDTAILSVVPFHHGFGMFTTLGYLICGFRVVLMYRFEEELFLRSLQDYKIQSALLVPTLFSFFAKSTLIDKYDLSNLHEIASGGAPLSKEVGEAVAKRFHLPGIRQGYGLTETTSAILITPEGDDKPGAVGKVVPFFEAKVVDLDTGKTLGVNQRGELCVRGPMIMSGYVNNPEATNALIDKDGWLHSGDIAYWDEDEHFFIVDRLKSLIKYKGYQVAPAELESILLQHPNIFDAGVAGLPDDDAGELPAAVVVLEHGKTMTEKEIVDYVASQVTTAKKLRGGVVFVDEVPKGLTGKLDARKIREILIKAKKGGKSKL
#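 Purified P. pyralis luciferase (10nM final) with 10uM D-luciferin and 10uM ATP (Km levels) in 50mM Tris acetate pH 7.5, 10mM Mg acetate, 0.01% Tween-20, 0.05% BSA; qHTS 6-point titration, ~60 µM downward; luminescence read.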
# BRCA1 expr act = qHTS Assay to Identify Small Molecule Activators of BRCA1 Expression. MCF7-BRCA1-FFLuc reporter, luminescence, 48 h; response scale: scaled: vehicle 0%, 10 µM genistein 100%. Potency, µM (series often up to 46.1 µM), inactives show at the highest dose activation, hits mostly activators. hit rate 1.1% among 380,000. AID 624202, 2012; note: potency is the fitted concentration of half-maximal effect; nearly all actives have a fitted effect of over 80% in size; some results filed as inactive show a strong effect at the top dose
#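 48 h compound treatment of MCF7-BRCA1-FFLuc cells (phenol-red free MEM, 37 °C), then 15 min with luciferase substrate and luminescence imaging.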
# ELG1 DNA repair = qHTS screen for small molecules that inhibit ELG1-dependent DNA repair in human embryonic kidney (HEK293T) cells expressing luciferase-tagged ELG1; hit rate 2.3% among 330,000; HEK293T ELG1-luciferase reporter, luminescence, 16 h; DNA damage induced by 5-fluorouridine; Potency, µM (top dose mostly 46.1 µM), inactives show top-dose activity change, negative = inhibition, actives largely listed as inhibitors; note: potency is the fitted concentration of half-maximal effect; % is set by controls: 0 for no effect and ±100 for the full control effect; nearly all actives have a fitted effect of over 55% in size
#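 Luminescence from the luciferase reporter, measured 30 min after ONE-Glo reagent at room temperature, was the read-out. Beforehand, 2,000 cells per well were exposed for 16 hr at 37 °C to 5-fluorouridine together with compound or vehicle.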
# Numbers without * were called inactive; ? = inconclusive; . = not tested or not shown; & = joins results of further samples; [ ] = remark or other dose. Unless noted, calls come from the whole dose curve; as a rule, active = well fitted curve in the direction sought with a large enough effect; inconclusive = small, poorly fitted or top-dose-only effect, or another doubt; inactive = no such curve, though single readings can be large; an effect the other way counts as inactive or inconclusive.
SMILES,Rab9 prom act,p53 reactivation,Gal4-VP16 FLuc,NPC1 prom act,RORg inh,TRPV1 agonist,ELG1 genotoxic,Tb PFK inh,FLuc counter,BRCA1 expr act,ELG1 DNA repair
Cc1ccc(N2CC(C(=O)NC3CC3)CC2=O)cc1Cl (configuration not stated),1%,2%,0%,-5%,16%,11,4%,18%,6%,9%,13%
CCOc1cc(CNc2nn[nH]n2)ccc1OCC(=O)NC(C)(C)C,-3%,-3%,-8%[10 µM],0%,2%,2,1%,1%,-4%,2%,-3%
Cc1csc(SCC(=O)NC(=O)C2CCCCC2)n1,-4%,-2%,2%,1%,8%,0,8%,-2%,6%,-3%,4%
O=C(CCCn1nnnc1CN1CCOCC1)N1CCC(c2ccccc2Cl)C1 (configuration not stated),-2%,-5%,-5%,-14%,2%,-1,-1%,-6%,-2%,-11%,9%
O=C(N/C(=C/c1ccc2c(c1)OCO2)C(=O)N1CCOCC1)c1cccs1,-1%,1%,0%,1%,21%,-1,-1%,5%,0%,1%,-1%
CCOC(=O)C1CCN(Cc2cccc(OC)c2)CC1,20%,-1%,11%,1%,-15%,-6,0%,-5%,0%,0%,-5%
CC(=O)/C(N=Nc1c(C)n(C)n(-c2ccccc2)c1=O)=C(\C)O,-6%,-4%,10%,-11%,-20%,-1,-1%,0%,3%,-30%,-6%
O=C1CC(N(CCc2ccccc2)C(=S)Nc2ccccc2)C(=O)N1c1ccc(F)cc1 (configuration not stated),-2%,0%,1%,1%,34%,29,-8%,2%,2%,-53%,?
CCCCC(=O)Nc1ccc(C(=O)NCCCn2ccnc2)cc1,0%,-3%,.,-3%,0%[0.365 µM],0,24%,-1%,0%,1%,19%
COc1ccc(C(=O)Nc2ccccc2C(=O)NC(Cc2ccc(O)cc2)C(=O)NNC(=O)c2ccccc2Cl)cc1 (configuration not stated),-4%,?,?,2%,-69%,8,-1%,0%,13µM*,17%,?
Cc1ccc(C(=O)OCc2cc(=O)n3c(C)csc3n2)s1,29%,8%,.,2%,.,3,10%,0%,.,48%,?
c1ccc(-n2nnnc2-n2ccnc2)cc1,-6%,-2%,-4%,-3%,3%,-7,2%,-3%,1%,-12%,0%
Cc1cccc(NC(=O)CN2C(=O)NC(Cc3ccccc3)C2=O)c1 (configuration not stated),1%,-3%,-10%,-1%,15%,3,-6%,2%,1%,-29%,12%
O=C(c1cccc2nc3ccccc3nc12)N1CCOCC1,13%,-3%,-1%,2%,10%,-2,-1%,-1%,-2%,-29%,-2%
Nc1ccc(-c2ccc(C(=O)O)s2)cn1,2%,2%,-4%,8%,-4%,2,2%,0%,19µM*,57%,?
O=C(/C=C/N1CCOCC1)c1coc2ccccc12,1.4µM*,?,-4%,1.6µM*,-1%,3,?,-2%,9.5µM*,56%,?
O=c1[nH]c(CN2CCCC2)nc2sc3c(c12)CCC3,15%,-4%,-6%,0%,-11%,2,1%,-4%,0%,-10%,8%
Cc1cc(C(=O)N[C@@H](c2ccccc2)[C@]2(C)C[C@H]2[C@@H](C)C(=O)Nc2ccc3ccccc3c2)no1,-8%,-1%,6%&5%,-3%,1%&-8%,4,-3%,1%,-3%,0%,9%
CCN(CCO)Cc1csc2cccc(Br)c12,2%,-2%,-5%,-3%,-3%,-1,0%,0%,-2%,1%,-3%
Cc1ccc(S(=O)(=O)N(CC(O)CN2C(=O)NC(C)(C)C2=O)c2cccc(C)c2)cc1 (configuration not stated),-5%,-3%,-6%,3%,3%,0,2%,4%,-3%,0%,-1%
COc1cc(NC(=O)CSc2ccc3c(c2)OCCO3)cc(OC)c1OC,-6%,-14%,?,-3%,-12%,3,-6%,-13%,-8%,-35%,?
O=C1CCC(=O)N1CC(=O)N(c1ccccc1)c1ccccc1,-3%,-3%,-9%,-1%,13%,2,-12%,-1%,6%,15%,-2%
O=C(Nc1ccc(F)cc1)c1ccc(S(=O)(=O)N2CCOCC2)o1,-4%,-1%,-16%,3%,34%,?,-6%,-1%,3%,-5%,16µM*
Cc1cccc(N/N=C/c2ccc(O)c(O)c2O)c1,-2%,5%,-16%,-4%,-36%,1,-4%,-25%,?,-25%,?
COc1cc(C(=O)NCc2nnc(SCC(=O)Nc3ccc4c(c3)OCO4)o2)cc(OC)c1OC,-10%,0%,-3%,-3%,-10%,-1,4%,0%,4%,-9%,13%
CSc1nc(C)nc2c1c(=O)n(C)c(=O)n2C,-4%,20%,-3%,-1%,-28%,-4,-3%,1%,4%,-5%,0%
CCC(=O)Nc1cccc(NC(=O)c2cccnc2)c1,10%,12%,-8%,-1%,0%,2,-1%,-2%,1%,40%,?
CC(C)CCNC(=O)Cc1c(C(=O)O)[nH]c2ccc(Cl)cc12,4%,10%,-8%,3%,2%,0,1%,-13%,0%,-21%,3%
CCOC(=O)C1CCN(C(=O)c2ccccc2NC(C)=O)CC1,3%,-3%,5%,0%,14%,3,0%,5%,0%,1%,-3%
O=c1c(-c2ccc(Cl)cc2)[n+]([O-])c2ccccc2n1OCc1nc2ccccc2[nH]1,20%,5%,-13%,22%,-8%,?,2%,-2%,-19%,8%,-23%
COc1ccc(OC(=O)c2cnn(-c3ccccc3)c2C)cc1,3.2µM*,?,6%,3.2µM*,40%,8,?,0%,4.8µM*,10µM*,?
O=C(CCl)N1CCN(S(=O)(=O)c2ccc3c(c2)OCCCO3)CC1,-33%[inhibitor],-32%[inhibitor],.,-5%,.,-6,6%,-4%,3%,-18%,18µM*
N#Cc1cc([N+](=O)[O-])ccc1NC(=O)COC(=O)C12CC3CC(CC(C3)C1)C2,-1%,2%,-12%,-6%,-8%,22,-12%,2%,0%,.,10µM*
Cc1c(CC(=O)NCCCC(=O)O)c(=O)oc2cc3oc4c(c3cc12)CCCC4,-3%,11%,-10%,0%,18%,-1,2%,0%,21µM*,-3%,29%
O=C(COC(=O)/C=C/c1ccc([N+](=O)[O-])cc1)NCC1CCCO1 (configuration not stated),0%,1%,24%,-4%,43%,1,2%,1%,-3%,6%,4%
COc1ccccc1/C=C/C(=O)NCC(=O)N/N=C/c1ccccc1,-42%[inhibitor],-6%,9%,-1%,6%,1,3%,12%,-14%,-18%,-6%
CC(C)C(NC(=O)c1ccco1)C(=O)OCC(=O)NCCc1ccccc1 (configuration not stated),3%,4%,.,-2%,.,2,5%,0%,1%,-21%,15%
O=C(O)c1ccccc1C(=O)Nc1ccc(Oc2ccc3ccccc3c2)cc1,-3%,3%,-2%,-3%,21%,-1,3%,4%,27µM*,-15%,?
CC(C)Cc1nc2sc3c(=O)n(N)cnc3c2c2c1COC(C)(C)C2,0%,-1%,4%,-2%,4%,3,0%,0%,5%,0%,-4%
COc1ccc(C2CC(=O)C3=C(C2)Nc2ccccc2NC3c2coc3ccccc3c2=O)cc1OC (configuration not stated),2%,-9%,5%,2%,-6%[10 µM],-2,-3%,-4%,2%,-48%,?
COc1ccc(S(=O)(=O)N2CCCCCC2)cc1N(C)S(=O)(=O)c1ccc(Cl)cc1,-5%,-4%,-6%,-4%,5%,12,-6%,0%,-1%,-54%,?
O=C(Nc1ccccc1N1CCOCC1)c1cccc2c(Br)cccc12,-3%,1%,7%,5%,5%,10,-4%,-1%,?,-85%,?
O=C(O)CC1(CC(=O)Nc2ccccc2N2CCOCC2)CCCC1,-3%,1%,-2%,-1%,6%,-2,3%,0%,-2%,-3%,?
COC(=O)CSc1nc(SCc2ccc(C)cc2)nc2c1CCCC2,-3%,5%,-3%[0.365 µM],2%,6%,21,22%,-11%,0%,1%,5%
Cc1cc2cc3c(C)cc(=O)oc3c(C)c2o1,22%,5%,2%,6%,-29%,0,0%,-1%,-6%,30%,?

# Rows were taken by chance; about 15% have a hit in one of these screens.
